# Yfh1-depleted yeast = enhancers of respiration in Yfh1-depleted yeast, dose response, Friedreich's ataxia, plus single-dose screen (AID 1465); fold induction at 50 µM, or EC50 in µM where a hit was titrated; S. cerevisiae Yfh1-off respiration, WST-1 reduction, 72 h; higher fold induction means a stronger effect; 220,000 tested, 0.074% active;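 active = fold induction of absorbance versus untreated yeast above a set limit, then at least 30% activation at any dose in follow-up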;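 note: activators that raise dye reduction in frataxin-depleted yeast; strong numbers were not always called active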
# Dynein transport = dynein cargo transport inhibition. AID 1381. 220,000 tested, 0.47% active. z-score, hits read low. 3617.4 mouse cells, GR-EGFP nuclear translocation imaging; test concentration mostly 20 µM; stimulated with dexamethasone, 1 µM; hits give low values;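 active = plate z-score of nuclear minus cytoplasmic receptor signal below a set negative limit, without overly bright fluorescence or cell loss, cut at about -3.5 in these data, passing the limit was not always enough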;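 note: z-score of nuclear minus cytoplasmic ring GR-EGFP intensity difference per well; some compounds called inactive have numbers as strong as hits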
#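 Also added: dexamethasone, 1.0 µM final. Medium: tet-free, stripped-serum medium. Detection: fixed, Hoechst-stained cells imaged at 10x for EGFP. Read-out: nuclear-to-cytoplasmic GR-EGFP distribution per well. Times: induction 48 h, compound 1 h, agonist 30 min.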
# MT stabilize HCS = microtubule stabilizers in HeLa cells; 200,000 tested, 0.83% active; % tubulin-high responders, % at 10 µM; HeLa tubulin immunostaining HCS, 24 h; share of cells brighter than vehicle mean+2SD;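 active = plate Z-score above 3 for both tubulin-high and condensed-nucleus cell shares, with cell loss under 80%, at 10 µM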;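 note: anti alpha tubulin signal scored within the nucleus-defined area of each cell; some results filed as inactive read as strong as hits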
# WT yeast gro inh = growth inhibition of WT yeast, mitochondrial fusion screen; mitochondrial fusion phenotypic screen, WT strain; inhibition, % at 10 µM; 190,000 tested, 2.1% active; in the data active = inhibition above about 58%; tested in S. cerevisiae
# Insulin prom up = MIN6 insulin promoter up-regulation; MIN6 insulin promoter-GFP reporter, high-content imaging; hits give high values; z-score at 5 µM; 190,000 tested, 0.3% active; AID 1625;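 active = z-score above 3 at 5 µM with at least 500 cells counted in the well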
# Autophagy mod = modulators of autophagy. MEF GFP-LC3 puncta imaging; test concentration mostly 10 µM. calls only at 10 µM (by protocol). 190,000 tested, 0.98% active;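 active = percentage of spot-positive cells more than 3 SD above its plate mean, without a fluorescence outlier flag or 80% toxicity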;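 note: spot-positive cell cutoff set from DMSO-treated cells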
# b-catenin transl = beta-catenin nuclear translocation modulation. HeLa beta-catenin nuclear translocation, immunofluorescence imaging. nuclear translocation activity, % at 5 µM. 190,000 tested, 0.3% active. AID 1665;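 active = nuclear translocation activity above 50% at 5 µM, with a well cell count of 50 or more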;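 note: per-cell ratio of nuclear to cytoplasmic median beta-catenin stain intensity; plate controls were DMSO negative control for no effect and GSK-3 inhibitor IX positive control for full effect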
#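 Test system: human HeLa cells, endogenous beta-catenin. Times: 24 h compound exposure, 37°C. Measured by: beta-catenin immunofluorescence imaging with DAPI.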
# PMI inhibition = MPI inhibition at elevated mannose 6-phosphate – biochemical, fluorescence intensity, high mannose 6-phosphate, primary screen (AID 1220); inhibition, % at 20 µM, or IC50 in µM where a hit was titrated; recombinant PMI enzyme, coupled fluorescence intensity; higher % means a stronger effect; 190,000 tested, 0.66% active
# PMI inhibitors = inhibitors of human PMI, primary screen, biochemical, fluorescence intensity, coupled assay (AID 1209); purified PMI enzyme, coupled fluorescence intensity; higher % means a stronger effect; 190,000 tested, 0.42% active; one-dose inhibition, % at 20 µM; IC50 in µM for titrated hits;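 note: plate controls were DMSO vehicle for no effect and wells lacking substrate for full effect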
# WT yeast gro inh mutant strain = recorded beside WT yeast gro inh, whose call it bears; inhibition, %; mitochondrial fusion phenotypic screen, mutant strain inhibition
# Dynein transport cytoplasmic EGFP = second read-out of Dynein transport, no call of its own (marks repeat the call); z-score; measured here: cytoplasmic GR-EGFP intensity; hits give high values
# Dynein transport nuclear GR-EGFP = further read-out of Dynein transport, marked with its call; z-score; measured here: nuclear GR-EGFP intensity;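 lower value marks the stronger effect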
# Dynein transport cell count = also measured in Dynein transport; calls as there; z-score; measured here: cell count per field
# Insulin prom up cell count = also measured in Insulin prom up; calls as there; cell count; measured here: cytotoxicity, nuclei count;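 total cells summed across four imaged fields per well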
# b-catenin transl cell count 5 µM = further read-out of b-catenin transl, marked with its call; cell count; measured here: cell count, cytotoxicity flag
# MT stabilize HCS Hoechst-high % = second read-out of MT stabilize HCS, no call of its own (marks repeat the call); % Hoechst-high responders; measured here: nuclear condensation Hoechst responders;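 share of cells brighter than vehicle mean plus two SD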
# MT stabilize HCS cytotoxicity % = second read-out of MT stabilize HCS, no call of its own (marks repeat the call); toxicity, %; measured here: cytotoxicity by cell density;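 0% = mean cell density of plate MIN control wells and 100% = no cells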
# Autophagy mod cell loss 18 h = second read-out of Autophagy mod, no call of its own (marks repeat the call); toxicity, %; measured here: cell loss, nuclei count;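 cell loss after 18 h compound exposure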
# The depositor's hits bear a star; i = inactive; . = not tested or not shown. Cut-off read from the data, not from the text of the source, unless noted: active = inhibition above about 50%; inactive = the rest.
SMILES,Yfh1-depleted yeast,Dynein transport,Dynein transport cytoplasmic EGFP,Dynein transport nuclear GR-EGFP,Dynein transport cell count,MT stabilize HCS,MT stabilize HCS Hoechst-high %,MT stabilize HCS cytotoxicity %,WT yeast gro inh,WT yeast gro inh mutant strain,Insulin prom up,Insulin prom up cell count,Autophagy mod,Autophagy mod cell loss 18 h,b-catenin transl,b-catenin transl cell count 5 µM,PMI inhibition,PMI inhibitors
Cc1c(C(=O)N2CCCC2)sc(NC(=O)c2cccs2)c1C#N,i,0.27,-0.22,-0.67,-0.32,3.2,1.5,0.2,-15,-23,-0.23,1188,i,-1,.,.,-11%,-4%
CCc1nc(N)nc(N)c1-c1ccc(Cl)cc1,i,0.88,-0.077,0.86,-1.5,2.8,2.0,5.3,-4,-16,.,.,i,9,.,.,-2%,0%
Cn1c(=O)c2c(ncn2CC(=O)Nc2ccccc2N2CCOCC2)n(C)c1=O,i,0.18,-0.23,0.16,0.15,0.9,1.2,3.5,-16,-24,.,.,i,-9,-2.1,1081,0%,-3%
Cc1ccc(NC(=O)CSc2nnc(C)c(=O)n2N)c(C)c1,i,0.47,-0.24,0.43,-0.55,1.9,2.3,7.0,7,18,0.84,1115,i,5,-1.5,1021,9%,77%*
NC(=O)NC1CCCc2c1[nH]c1ccc(Cl)cc21 (stereo unspecified),i,-1.4,-0.18,-0.32,0.27,7.8,2.9,5.3,10,-2,0.7,1681,i,9,7.1,766,14%,19%
COc1ccccc1-c1nnc(SCC(=O)O)n1-c1ccccc1,i,0.76,-0.17,0.38,-0.27,3.2,2.5,9.5,-1,-17,0.63,1468,i,44,0.4,1562,4%,0%
Cc1nn(C)c(C)c1S(=O)(=O)N(CC(=O)Nc1nccs1)c1ccc(C(C)C)cc1,i,-0.92,-0.21,-0.15,0.84,2.2,1.8,1.6,-5,-1,.,.,i,6,2.5,961,2%,3%
S=C(NCc1ccncc1)Nc1ccc(Cl)c(Cl)c1,i,-0.91,-0.16,-0.24,0.28,3.0,2.5,0.3,-6,-6,-0.05,1205,i,3,-6.1,555,4%,-9%
COc1ccc(C2C(C(=O)NCCN3CCOCC3)c3ccccc3C(=O)N2C)cc1OC (stereo unspecified),i,0.31,-0.22,0.32,-0.058,6.4,1.3,6.0,-2,-3,0.69,1409,i,9,1.6,1423,36%,11%
Cc1ccc(OCC(=O)NCCN2CCOCC2)cc1C,i,-0.78,-0.23,-0.98,0.4,2.9,2.1,2.9,-6,-8,0.68,1352,i,-12,6.4,1301,-8%,6%
Cc1ccnc(NS(=O)(=O)c2ccc(NC(=O)c3ccc(Br)o3)cc2)n1,i,-0.35,-0.13,-0.19,-0.001,1.6,2.7,0.9,-10,-16,0.63,1502,i,-6,0.0,1513,2%,-4%
O=C(N/N=C/c1ccccc1)c1ccc(OCc2ccccc2)cc1,i,-0.78,-0.28,-0.29,0.31,3.8,1.3,7.3,10,3,0.29,1216,i,5,0.3,1119,4%,4%
CCN(CC)CCN1C(=O)C(=O)/C(=C(/O)c2ccncc2)C1c1ccccc1F (stereo unspecified),i,-0.23,-0.17,0.079,-0.3,2.4,1.6,11,-9,-3,0.03,930,i,7,-6.0,1218,2%,3%
CCOC(=O)NC1CCS(=O)(=O)C1 (stereo unspecified),i,-0.12,-0.22,0.32,0.11,2.4,1.4,13,-4,-12,-0.88,1030,i,2,-5.3,1009,-1%,-4%
COCCNC(=O)c1cc2oc3ccccc3c2n1C,i,3.4,-0.098,1.2,-1,1.5,1.5,19,10,-2,0.62,870,i,-13,2.4,1052,5%,12%
O=c1[nH][nH]c2c(N=Cc3ccccc3O)ccc(F)c12,i,0.42,-0.2,0.18,-0.26,.,.,.,.,.,0.45,1502,.,.,-0.3,1159,.,.
O=C1CSC(c2ccco2)N1 (stereo unspecified),i,0.84,-0.098,0.37,-0.58,3.2,2.3,12,-5,-18,.,.,i,-4,-3.9,1023,19%,10%
Cc1ccccc1N1CCN(C(=O)c2ccccc2NC(=O)C2CC=CCC2C(=O)O)CC1 (stereo unspecified),i,0.24,-0.25,0.59,0.67,1.4,1.4,4.1,19,21,-0.42,853,i,44,.,.,-6%,-3%
COC(=O)c1cc(CSc2nc3ccccc3[nH]2)oc1C,i,-0.69,-0.27,0.3,1.2,1.8,1.6,2.6,12,7,-1.5,835,i,12,-4.2,1230,-6%,0%
CCOC(=O)C(=CNc1ccc(C(F)(F)F)cc1)C(=O)OCC,i,0.97,-0.25,0.42,0.17,.,.,.,.,.,-0.52,1093,.,.,-0.7,1227,.,.
COc1ccc(C(=O)NCCCN2CCOCC2)cc1S(=O)(=O)N1CCCc2ccccc21,i,0.43,-0.14,0.43,-0.47,1.9,1.6,4.2,-11,-15,0.31,1223,i,3,-2.0,1103,15%,5%
CC12CN3CC(C)(CN(C1)C3c1ccc(Br)cc1O)C2 (stereo unspecified),i,-0.26,0.18,0.24,-0.15,2.2,1.8,8.4,21,37,0.15,1251,i,7,-1.1,1178,9%,5%
COC(=O)c1ccc(CSc2nnc(C)s2)cc1,i,-0.17,-0.23,0.029,-0.25,3.4,1.7,0.0,8,57,0.35,1514,i,-2,0.4,1355,6%,8%
O=C(C1=C(O)C(=O)N(CCc2ccccc2)C1c1ccncc1)c1cc2ccccc2o1 (stereo unspecified),i,0.15,0.39,0.22,0.38,3.6,1.7,10,-23,6,1.3,1402,i,2,0.1,1497,-44%,-48%
COc1ccc(CCNC(=O)c2c[nH]c3ccccc3c2=O)cc1OC,i,-0.54,-0.2,-0.029,0.28,1.9,1.6,12,5,-7,0.15,1130,i,-57,-0.8,818,-12%,-10%
CC1CCCN(CCC(=O)Nc2ccc(Br)cc2)C1 (stereo unspecified),i,0.24,-0.25,0.13,0.1,1.9,1.9,3.7,5,6,-0.82,1003,i,-1,-1.3,1224,-16%,-13%
Cc1cccc(NC(=O)CC2C(=O)NCCN2C(=S)Nc2ccccc2)c1 (stereo unspecified),i,0.24,-0.23,0.6,0.96,2.0,1.8,3.9,-5,6,-1.4,1276,i,-26,0.4,1409,1%,6%
COc1ccc(NC(=O)OCC(C)C)cc1OC,i,1.3,-0.24,0.58,0.23,1.9,1.5,5.6,-14,-13,-1.3,953,i,7,-0.7,1191,-4%,5%
COCc1[nH][nH]c(=O)c1C=NCC(=O)OC,i,1.1,-0.28,0.79,-1.4,5.3,2.9,9.6,-8,-1,-0.41,1152,i,-9,2.4,1120,-5%,-4%
CCN(CC)N=Nc1ccc(S(=O)(=O)N2CCSC2C(=O)O)cc1 (stereo unspecified),i,-0.11,-0.24,0.15,0.83,2.5,1.8,1.8,-3,-4,-0.23,1323,i,27,-0.3,1594,5%,7%
CCOC(=O)COc1ccc2c(=O)c(-c3ccccc3OC)coc2c1,i,1.3,-0.32,0.87,-0.49,2.4,3.4,7.7,-22,-1,-0.44,1392,i,10,0.2,1488,13%,12%
Cc1[nH]n(-c2ncc(-c3ccccc3)s2)c(=O)c1C(c1ccc(Br)cc1)C(C#N)C#N (stereo unspecified),i,-3,0.52,-2.5,0.58,1.6,1.3,5.7,-4,26,0.1,1361,i,-8,-1.8,1140,-33%,-18%
O=C(CSc1nnc2c(n1)[nH]c1ccc(F)cc12)OCc1ccccc1,i,1.7,-0.22,0.71,-0.77,2.2,1.8,2.4,49,16,1.1,1220,i,10,0.4,1336,-1%,4%
CC(=O)NC(c1ccccc1)c1nc2ccccc2[nH]1 (stereo unspecified),i,-0.53,-0.25,-0.31,1,4.6,2.1,2.7,-2,-3,0.55,1199,i,-2,0.4,1131,20%,16%
CC(=O)c1cc(CC(=O)N2CCc3c([nH]c4ccccc34)C2c2ccccn2)cs1 (stereo unspecified),i,0.17,-0.34,-0.14,0.7,3.3,2.0,6.7,-12,-8,0.68,1573,i,9,0.7,1578,.,.
OC1CCCN(c2ncnc3c2nnn3Cc2c(F)cccc2Cl)C1 (stereo unspecified),i,0.49,-0.32,0.5,-0.15,1.8,1.5,5.3,-25,-40,-0.56,1497,i,3,6.2,1022,-3%,8%
CCC(Oc1ccccc1)C(=O)N(Cc1ccccc1)c1ccccn1 (stereo unspecified),i,-0.82,-0.2,0.32,0.11,3.2,2.3,3.4,8,-22,.,.,i,6,0.2,979,-2%,6%

# Compound profiles, from the list above. Screens in order: Yfh1-depleted yeast	Dynein transport	Dynein transport cytoplasmic EGFP	Dynein transport nuclear GR-EGFP	Dynein transport cell count	MT stabilize HCS	MT stabilize HCS Hoechst-high %	MT stabilize HCS cytotoxicity %	WT yeast gro inh	WT yeast gro inh mutant strain	Insulin prom up	Insulin prom up cell count	Autophagy mod	Autophagy mod cell loss 18 h	b-catenin transl	b-catenin transl cell count 5 µM	PMI inhibition	PMI inhibitors
# OC1CCCN(c2ncnc3c2nnn3Cc2c(F)cccc2Cl)C1 (stereo unspecified) reads i	0.49	-0.32	0.5	-0.15	1.8	1.5	5.3	-25	-40	-0.56	1497	i	3	6.2	1022	-3%	8%
# COc1ccc(CCNC(=O)c2c[nH]c3ccccc3c2=O)cc1OC reads i	-0.54	-0.2	-0.029	0.28	1.9	1.6	12	5	-7	0.15	1130	i	-57	-0.8	818	-12%	-10%
# CCC(Oc1ccccc1)C(=O)N(Cc1ccccc1)c1ccccn1 (stereo unspecified) reads i	-0.82	-0.2	0.32	0.11	3.2	2.3	3.4	8	-22	.	.	i	6	0.2	979	-2%	6%
# CC(=O)NC(c1ccccc1)c1nc2ccccc2[nH]1 (stereo unspecified) reads i	-0.53	-0.25	-0.31	1	4.6	2.1	2.7	-2	-3	0.55	1199	i	-2	0.4	1131	20%	16%
# COc1ccc(C(=O)NCCCN2CCOCC2)cc1S(=O)(=O)N1CCCc2ccccc21 reads i	0.43	-0.14	0.43	-0.47	1.9	1.6	4.2	-11	-15	0.31	1223	i	3	-2.0	1103	15%	5%

# Screening data: PubChem BioAssay, several laboratories
